# 14-3-3 Bad inh: disrupts binding of bovine 14-3-3 zeta to phospho-Bad peptide | inhibition, % at 21.7 µM | TR-FRET 14-3-3zeta/Dy647-pBad peptide displacement, 1 h | P63103 | 220,000 tested, 0.71% active;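 active = inhibition above about 70%, limit read from the data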;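 also: 0% = full 14-3-3 plus peptide FRET controls and 100% = background without 14-3-3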
# Mdm2 ligase inh: blocks human Mdm2 ubiquitin ligase activity; cell-based MDM2 ubiquitination luciferase reporter, 2 h; 0 = plate control, 100 = twice control, blank-subtracted; signal enhancement, % at 5 µM; 210,000 tested, 0.11% active;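 active = signal enhancement of 30% or more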;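 also: luminescence tracks abundance of the self-degrading MDM2-luciferase fusion protein; higher signal means inhibition of MDM2 E3 ligase activity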
#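 test system = mammalian cells stably expressing self-ubiquitinating, self-degrading MDM2 E3–luciferase fusion | quantity = 2000 cells/well | incubation = cell settling 4 h, compound treatment 2 h, both 37 °C | signal = luminescence with SteadyLite reagent, 15 min at room temperature | evaluation = % enhancement relative to plate controls after blank subtraction | benchmarks = plate controls and plate blanks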
# hK5 inh: blocks human kallikrein 5 protease activity. Q9Y337. recombinant hK5, fluorogenic AMC substrate cleavage. inhibition, % at 5 µM. 210,000 tested, 0.59% active. AID 873;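 active = inhibition of 40% or more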;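 also: 0% = enzyme controls without compound and 100% = no-enzyme blanks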
# eIF4E-4G inh: eIF4E/eIF4G interaction inhibition in translation initiation. P63073+Q04637. TR-FRET eIF4E-eIF4GI(517-606) binding, 2 h. inhibition, % at 21.7 µM. 220,000 tested, 0.37% active. AID 782;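 active = inhibition above about 30%, limit read from the data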;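 also: 0% = full FRET control wells and 100% = background wells lacking eIF4GI fragment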
# p97 inhibitor: inhibitors of human p97 ATPase | P55072 | recombinant p97 ATPase, Kinase-Glo ATP luminescence, 3 h | inhibition, % at 8 µM | 220,000 tested, 0.42% active | AID 1481; in the data active = inhibition above about 15%;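 also: 0% = DMSO vehicle and 100% = wells lacking enzyme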
# Wee1 degr inh: human Wee1 degradation inhibition, primary screen. HeLa Luc-Wee1K328M stability, luciferase luminescence; 100% = proteasome inhibitor MG132 effect. reporter increase, % at 5 µM. 220,000 tested, 1.2% active. AID 1321;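 active = activation above the mean of all tested compounds plus 3 SD, set per screening run, cut at about 8.8% in these data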;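 also: cells exposed to compound for 20 h before luminescence read; 0% = DMSO alone and 100% = MG132 at 30 µM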
# Target sequence (P30291 whole entry K328M): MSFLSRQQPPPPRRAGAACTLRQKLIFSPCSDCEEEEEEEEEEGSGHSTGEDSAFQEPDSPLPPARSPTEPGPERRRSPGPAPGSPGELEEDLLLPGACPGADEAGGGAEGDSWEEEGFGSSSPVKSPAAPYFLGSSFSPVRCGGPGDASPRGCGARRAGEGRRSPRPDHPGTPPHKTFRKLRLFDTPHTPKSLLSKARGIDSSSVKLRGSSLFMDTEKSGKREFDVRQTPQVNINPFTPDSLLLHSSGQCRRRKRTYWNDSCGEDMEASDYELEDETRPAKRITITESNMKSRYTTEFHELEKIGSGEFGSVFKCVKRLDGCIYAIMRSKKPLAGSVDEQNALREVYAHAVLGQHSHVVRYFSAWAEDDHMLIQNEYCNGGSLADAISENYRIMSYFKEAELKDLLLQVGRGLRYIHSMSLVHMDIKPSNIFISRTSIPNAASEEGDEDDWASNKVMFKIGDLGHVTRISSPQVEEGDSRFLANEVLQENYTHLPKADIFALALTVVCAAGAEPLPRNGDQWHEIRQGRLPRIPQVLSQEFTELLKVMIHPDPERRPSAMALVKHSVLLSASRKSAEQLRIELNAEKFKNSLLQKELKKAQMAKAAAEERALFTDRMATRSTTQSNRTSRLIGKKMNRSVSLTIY
# FXIIa inh: factor XIIa (human) inhibition; 220,000 tested, 0.3% active; inhibition, % at 5 µM; AID 800; P00748; purified FXIIa, Boc-QGR-AMC fluorogenic substrate, 2 h; in the data active = inhibition above about 40%;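 also: 0% = enzyme with no compound and 100% = blank without enzyme; many of its hits are not listed in these tables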
# FXIa inh 1536: factor XIa (human) inhibition. purified FXIa, Boc-Glu-Ala-Arg-AMC fluorogenic substrate. inhibition, % at 5 µM. 220,000 tested, 0.14% active;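 active = inhibition of at least 40%; inactive = inhibition below 40%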;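 also: fluorescence of freed AMC excited at 355 nm; 0% = enzyme without compound and 100% = no enzyme blank; many of its hits are not listed in these tables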
# Rad51 HR inh: Rad51 (human) homologous recombination inhibition. inhibition, % at 10 µM. hRad51 DNA strand exchange, fluorescence dequenching. 200,000 tested, 0.085% active. Q06609;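 active = inhibition above 40% at the single screening dose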;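 also: 0% = DMSO control wells and 100% = blanks with heterologous ssDNA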
# Target sequence (Q06609 whole entry, looked up): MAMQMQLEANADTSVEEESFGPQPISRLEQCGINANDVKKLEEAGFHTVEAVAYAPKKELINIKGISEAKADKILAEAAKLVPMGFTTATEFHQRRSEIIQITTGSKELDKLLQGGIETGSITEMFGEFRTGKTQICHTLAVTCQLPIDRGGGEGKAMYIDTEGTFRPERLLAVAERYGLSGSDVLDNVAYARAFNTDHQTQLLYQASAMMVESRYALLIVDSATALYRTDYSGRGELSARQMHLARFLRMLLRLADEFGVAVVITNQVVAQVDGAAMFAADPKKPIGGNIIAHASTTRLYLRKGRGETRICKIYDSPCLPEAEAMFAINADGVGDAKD
#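 Read-out basis: percent inhibition relative to plate controls and blanks / Assay system: human Rad51 nucleoprotein filaments preassembled on unlabelled ssDNA / Timing: filaments 15 min 37 °C, then compound 30 min / Control set: per-plate controls and blanks / Technique: fluorescence dequenching at 485/520 nm / Compound: 10 µM final, single point / Also added: Fluorescein- and BHQ1-tagged 47-mer duplex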
# * = called active by the depositor; nt = no result given; [ ] = remark or other dose.
SMILES,14-3-3 Bad inh,Mdm2 ligase inh,hK5 inh,eIF4E-4G inh,p97 inhibitor,Wee1 degr inh,FXIIa inh,FXIa inh 1536,Rad51 HR inh
CCOC(=O)c1ccc(S(=O)(=O)Nc2ccc3cn[nH]c3c2)cc1,-3,-26,-7,5,3,-2,18,9,6
O=S(=O)(NCc1ccco1)c1cccc2cccnc12,3,-77,-1,9,4,-1,26,24,-6
Cc1ccc(C(=O)Nc2nnc(-c3ccco3)o2)cc1C,5,-9,-26,0,6,0,8,8,-8
COC(=O)c1cnc(SCc2ccc(Cl)cc2)n1C,-9,-6,3,-2,4,-2,8,5,1
CCn1cc(C(=O)OCC(=O)Nc2c(C)n(C)n(-c3ccccc3)c2=O)c(=O)c2ccc(C)nc21,7,2,4,3,-2,4,5,1,2
CCC1CCCCN1CCCNC(=O)CCCNC(=O)Cn1cnc2sc3c(c2c1=O)CCCC3 (configuration not stated),-3,8,nt,3,-3,0,7,-2,nt
Cc1[nH]n(-c2ccccc2)c(=O)c1C=NCC1CCCO1 (configuration not stated),1,2,0,1,3,2,5,-3,4
CCCc1cc(=O)[nH]c(SCC(=O)C(C)(C)C)n1,-6[fluorescence artefact?],-20,-2,-8,3,1,15,2,0
Cc1c(NC2(C#N)CCCC2)c(=O)n(-c2ccccc2)n1C,-24,-6,-3,1,2,-1,5,-2,5
CCC(C(=O)NN1C(=O)c2ccccc2C1=O)c1ccccc1 (configuration not stated),-12,2,-3,-2,2,2,5,8,5
Cc1ccccc1NC(=O)CN1C(=O)NC2(CCCCC2)C1=O,-2,-11,-11,-1,4,1,16,-4,-4
COC(=O)c1c(C)oc2ccc(NS(=O)(=O)c3cc(OC)ccc3OC)cc12,-6,-5,-10,1,2,1,-9,-14,nt

# Sorted by count of non-hydrogen atoms (highest first): 3 of the compounds above
SMILES,14-3-3 Bad inh,Mdm2 ligase inh,hK5 inh,eIF4E-4G inh,p97 inhibitor,Wee1 degr inh,FXIIa inh,FXIa inh 1536,Rad51 HR inh
CCC(C(=O)NN1C(=O)c2ccccc2C1=O)c1ccccc1 (configuration not stated),-12,2,-3,-2,2,2,5,8,5
COC(=O)c1cnc(SCc2ccc(Cl)cc2)n1C,-9,-6,3,-2,4,-2,8,5,1
CCCc1cc(=O)[nH]c(SCC(=O)C(C)(C)C)n1,-6[fluorescence artefact?],-20,-2,-8,3,1,15,2,0

# (next part)
SMILES,14-3-3 Bad inh,Mdm2 ligase inh,hK5 inh,eIF4E-4G inh,p97 inhibitor,Wee1 degr inh,FXIIa inh,FXIa inh 1536,Rad51 HR inh
COc1ccc(N=C2C(=O)N3c4c(cccc42)C(C)=CC3(C)C)cc1,-8,0,3,-4,3,2,7,8,-13
Cc1ccc(-c2nc(CS(=O)(=O)CC(=O)N3CCCCCC3)c(C)o2)cc1,6,-10,1,-4,4,3,8,0,5
C=C(C)CNC(=S)NNC(=O)CCn1c2ccc(Cl)cc2c2cc(Cl)ccc21,-7,-18,-81,-2[fluorescence artefact?],8,1,16,4,-27
COc1cccc(Nc2ccc(-n3ccnc3)nn2)c1,-8,-6,16,2,2,-1,14,1,nt
C[n+]1ccc(/C=C/c2ccc(Br)cc2)cc1,32[fluorescence artefact?],-8,23,0[fluorescence artefact?],-2,-2,6,-1,nt
Cc1ccc(CCNC(=O)C2CC(c3cc(C(F)(F)F)cc(C(F)(F)F)c3)=NO2)cc1 (configuration not stated),1,-1,2,-2,nt,nt,12,3,-6
COc1ccc2cc(C(=O)C3CCCN(Cc4cnc(N5CCOCC5)s4)C3)ccc2c1 (configuration not stated),-4,-4,3,8,0,5,13,0,1
Cc1ccc(OCC(=O)N/N=C\c2ccc(O)c([N+](=O)[O-])c2)c([N+](=O)[O-])c1,-11,-11,2,-2,3,0,10,3,1
CC(C)(C)NC(=O)C12CCC(C)(c3nc4ccccc4nc31)C2(C)C (configuration not stated),4,-14,7,1,-8,2,0,-2,-1
COCCn1nnnc1CN(Cc1cc2cc(OC)c(OC)cc2[nH]c1=O)C1CCCC1,-10,-12,-36,3,-3,2,4,-11,-20
Cc1cccc(CC(=O)Nc2cc(=O)n(C)c(=O)n2C)c1,5[fluorescence artefact?],-34,-4,3,-1,3,21,8,-2
CCCOc1ccc(/C=N/NC(=O)C(C)Sc2ccccn2)cc1OCC (configuration not stated),-17,-5,-12,-7[fluorescence artefact?],0,-2,3,1,-3
COc1ccccc1N1CCN(C(C)C(=O)N2CC(C)OC(C)C2)CC1 (configuration not stated),58,-5,-1,11,0,2,5,-6,2
c1coc(CNc2nc(-c3ccncc3)cs2)c1,2,-1,3,-4,3,-3,-2,-4,-5
CCc1noc(C)c1C(=O)N1CCOCC1,5,-2,4,-5,4,-1,20,3,3
COc1cc(-c2[nH]ncc2CN2CCCC2c2nonc2C)cc(OC)c1OC (configuration not stated),0,13,1,-1,-1,1,5,-1,-4
COc1ccc(C2CC(C(F)(F)F)n3nc(C(=O)NCCN4CCOCC4)cc3N2)cc1 (configuration not stated),-6,-13,-2,2,0,-2,0,-4,-34
COc1ccc(C(C#N)N2N=C(C)CC2(C)C)cc1 (configuration not stated),-7,0,-2,0,8,-3,7,-5,8
N/C(CN1CCCCC1)=N\S(=O)(=O)c1cc(Cl)cc(Cl)c1,-19,-3,-1,3,2,-1,7,3,7
CC(C)(C)c1ccc(C(=O)Nc2cccc3c(=O)[nH][nH]c(=O)c23)cc1,12,-42,-13,2,4,-2,0,0,nt
CCNc1oc(COc2cccc(C)c2)nc1C#N,7[fluorescence artefact?],0,0,-1,-2,-2,1,-3,0
O=C(NCc1cccs1)C1CCCN(S(=O)(=O)c2cnc[nH]2)C1 (configuration not stated),-5,-1,6,0,-1,-3,-5,-10,2
CCOC(=O)C1C(=O)Nc2nc(C)nn2C1c1ccccc1 (configuration not stated),-7,-33,-6,5,-1,0,16,6,11
S=C1NC[C@H](Cc2cccc3ccccc23)N1CC1CCCCC1,-3,3,4,6,nt,nt,13,4,7
Cc1cc(C)c(C#N)c(SCC(=O)Nc2ccccc2C(N)=O)n1,6,-17,28,8,4,1,11,4,-3
Nc1ccc(N=Nc2ccccc2)c2ccccc12,-4,-7,3,1,3,1,11,5,8
Cc1ccc(S(=O)(=O)N/N=C2/CC(c3ccccc3)Oc3ccccc32)cc1[N+](=O)[O-] (configuration not stated),2,-15,0,-1[fluorescence artefact?],4,2,16,-1,4
C(=N/N1CCN(c2ccccc2)CC1)/c1ccncc1,-21,2,nt,4,-1,2,2,-3,-5
O=C1C(C2=NC(C(=O)O)C3C(=O)N(c4ccc(Cl)cc4)C(=O)C23)=C(O)c2ccccc21 (configuration not stated),-4[fluorescence artefact?],-26,-17,2,2,-2,20,2,4
COc1ccc(/C=N/NC(=O)C2C3CCCCC32C)cc1OC (configuration not stated),-2,-8,-11,1,0,-2,-1,-7,-91
N#C/C(=C\c1ccco1)C(=O)Nc1ccc(S(N)(=O)=O)cc1,-5,8,2,-3,4,0,11,0,nt
Cc1ccc(NC(=O)N2CCN(C)CC2)cc1NC(=O)N1CCN(C)CC1,2,-78,2,-2,-5,-3,9,1,12
CC1CCc2c(sc3ncn(CC(=O)N4CCCCC4)c(=O)c23)C1 (configuration not stated),-5,-12,2,-2,1,3,6,-1,nt
O=C(Nc1ccc(N2CCCC2=O)cc1)c1cccc(F)c1,-11[fluorescence artefact?],nt,0,-14,-5,1,8,2,-5
COC(=O)c1ccc(C(=O)OC)c(NC(=S)N2CCC(C)CC2)c1,-1,9,-8,1,2,-1,10,10,-11
Cc1cc2oc(=O)cc(CN3CCc4ccccc43)c2cc1Cl,-5,6,6,-2,7,2,7,3,6

# 12 compounds already listed, ordered by formula weight, descending:
SMILES,14-3-3 Bad inh,Mdm2 ligase inh,hK5 inh,eIF4E-4G inh,p97 inhibitor,Wee1 degr inh,FXIIa inh,FXIa inh 1536,Rad51 HR inh
Cc1ccc(S(=O)(=O)N/N=C2/CC(c3ccccc3)Oc3ccccc32)cc1[N+](=O)[O-] (configuration not stated),2,-15,0,-1[fluorescence artefact?],4,2,16,-1,4
Cc1ccc(NC(=O)N2CCN(C)CC2)cc1NC(=O)N1CCN(C)CC1,2,-78,2,-2,-5,-3,9,1,12
COC(=O)c1ccc(C(=O)OC)c(NC(=S)N2CCC(C)CC2)c1,-1,9,-8,1,2,-1,10,10,-11
CC1CCc2c(sc3ncn(CC(=O)N4CCCCC4)c(=O)c23)C1 (configuration not stated),-5,-12,2,-2,1,3,6,-1,nt
Cc1cc(C)c(C#N)c(SCC(=O)Nc2ccccc2C(N)=O)n1,6,-17,28,8,4,1,11,4,-3
S=C1NC[C@H](Cc2cccc3ccccc23)N1CC1CCCCC1,-3,3,4,6,nt,nt,13,4,7
Cc1cc2oc(=O)cc(CN3CCc4ccccc43)c2cc1Cl,-5,6,6,-2,7,2,7,3,6
N#C/C(=C\c1ccco1)C(=O)Nc1ccc(S(N)(=O)=O)cc1,-5,8,2,-3,4,0,11,0,nt
COc1ccc(/C=N/NC(=O)C2C3CCCCC32C)cc1OC (configuration not stated),-2,-8,-11,1,0,-2,-1,-7,-91
CCOC(=O)C1C(=O)Nc2nc(C)nn2C1c1ccccc1 (configuration not stated),-7,-33,-6,5,-1,0,16,6,11
O=C(Nc1ccc(N2CCCC2=O)cc1)c1cccc(F)c1,-11[fluorescence artefact?],nt,0,-14,-5,1,8,2,-5
Nc1ccc(N=Nc2ccccc2)c2ccccc12,-4,-7,3,1,3,1,11,5,8

# Additional records
SMILES,14-3-3 Bad inh,Mdm2 ligase inh,hK5 inh,eIF4E-4G inh,p97 inhibitor,Wee1 degr inh,FXIIa inh,FXIa inh 1536,Rad51 HR inh
Cc1c(CCOC(=O)C23CC4CC(CC(C)(C4)C2)C3)sc[n+]1CC(=O)c1ccccc1,-10,-2,5,4,-2,-3,9,0,0
Brc1ccc2c(c1)C(c1ccc(N3CCOCC3)cc1)=NNC(c1cccs1)=N2,-2,10,5,7,3,0,17,2,-2
CCCCOC(=O)c1nnc(-c2ccc(Cl)cc2)o1,5,-6,2,-1,4,1,7,3,18
C/C(=C\C(=O)c1cccnc1)Nc1ccc(C(=O)O)cc1,15[fluorescence artefact?],-20,-24,2[fluorescence artefact?],0,1,7,-4,2
CC(NC(=O)/C(C#N)=C/c1cn[nH]c1-c1ccccc1)c1ccccc1 (configuration not stated),7,1,-6,-5,0,0,4,-2,-3

# Screens from PubChem BioAssay.

# An unsorted share of the library (roughly 3.5% active in at least one column).
